Screens as filed in PubChem.
ARFGAP1 inhibitor = rat ARFGAP1 inhibition; 360,000 compounds, 0.26% hits; AID 651572; Q62848; Arfgap1-stimulated ARF1 GTP hydrolysis, GDP FP detection; inhibition, % at 16.5 µM;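 active means inhibition above a per-plate limit, mean inhibition of low control wells plus 3 SD, cut at about 25% in these data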;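 further: 0% = DMSO wells with enzyme and 100% = wells lacking Arfgap1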
Target sequence (Q62848 1-136 limits assumed): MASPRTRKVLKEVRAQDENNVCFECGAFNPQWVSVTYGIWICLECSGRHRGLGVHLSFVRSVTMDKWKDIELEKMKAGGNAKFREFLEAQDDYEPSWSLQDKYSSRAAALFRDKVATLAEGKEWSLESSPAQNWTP
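Material: truncated rat Arfgap1 GAP domain; Incubation: compound-enzyme preincubation 20 min, reaction 120 min, detection 60 min, 25 °C; Read-out: percent inhibition of Arfgap1-stimulated GTP hydrolysis; Technique: FP, GDP Alexa 633 tracer displaced from anti-GDP antibody, 620/688 nm; Controls: No-Arfgap1 wells (100%) versus DMSO full-reaction wells (0%); Replication: single well per compound.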
GC-B act = GC-B (human) receptor activation; activation, % at 10 µM; HEK293-GC-B cells, CNP EC30, cGMP TR-FRET; 0% at EC30 CNP, 100% saturating CNP; P20594; 370,000 compounds, 0.11% hits;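 active means activation at 10 µM reaching about 35% in either raw or pattern-adjusted values, limit read from the data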
DDE Tn6 FP inh = disrupts Tn6 cyclic peptide binding to fibrin D-Dimer-E complex | P02675 | Fibrin DD(E) TRITC-Tn6 fluorescence polarization displacement | inhibition, % at 8.3 µM | 370,000 compounds, 0.21% hits;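 active means inhibition above a per-campaign cutoff: mean of compounds within control limits plus 3 SD, cut at about 15% in these data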;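 further: 0% = median of all compound wells on the plate and 100% = blocking peptide control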
rCAG binder = r(CAG) repeat RNA binding. TO-PRO-1 dye displacement fluorescence. inhibition, % at 3 µM. 370,000 compounds, 1.3% hits;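 active means inhibition above the plate cutoff, the mean of all test compounds on that plate plus 3 SD, cut at about 35% in these data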;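 further: 0% = DMSO alone and 100% = 100 µM mitoxantrone as full dye displacement; higher means more dye released from RNA so lower well fluorescence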
GAA850 FXN act = increases GAA850 frataxin promoter reporter activity; activation, % at 6 µM; 360,000 compounds, 0.56% hits; HEK293 lucGAA850 FXN promoter luciferase reporter, 24 h; percent of 10 µM SAHA response;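 active means activation above the average of all compounds screened plus 3 SD, cutoff fixed separately per campaign, cut at about 7.5% in these data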;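 further: 0% = DMSO wells and 100% = 10 µM SAHA wells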
KLK7 zymogen act = proKLK7 (human) activation, primary screen; purified proKLK7, EDANS-DABCYL substrate fluorescence; 100% is mature enzyme control, 0% vehicle; 370,000 compounds, 0.9% hits; activation, % at 7 µM;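 active means activation above the mean of all tested compounds plus 3 SD, computed per campaign excluding outliers beyond control limits, cut at about 13% in these data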
NPR1 activator = GC-A (human) enzyme activation. AID 1671463. P16066. HEK293 GC-A cells, cGMP TR-FRET, EC30 ANP; 0% at EC30 ANP, 100% saturating ANP. 370,000 compounds, 0.14% hits. activation, % at 10 µM; in the data active means activation above about 40%
ADAM10 inh = inhibits human ADAM10 | AID 720582 | O14672 | inhibition, % at 7 µM | 370,000 compounds, 0.62% hits | recombinant ADAM10, EDANS/DABCYL FRET peptide cleavage, 3 h;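 active means inhibition above a per-campaign cutoff equal to the mean of compounds falling between control-based bounds plus 3 SD, cut at about 20% in these data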;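 further: 0% = DMSO wells while the 100% control is not disclosed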
HGIII-sPLA2 inh = Inhibits HGIII-sPLA2 liposome hydrolysis, primary screen; Q9NZ20; QFRET BODIPY PC-A2 liposome hydrolysis, fluorescence; inhibition, % at 12.2 µM; 370,000 compounds, 0.56% hits; AID 743126;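 active means inhibition above mean plus 3 SD of compounds lying within the high and low control bounds, cut at about 19% in these data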;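 further: 0% = median of test compound wells and 100% = no enzyme DMSO wells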
Target sequence (Q9NZ20 whole entry, looked up): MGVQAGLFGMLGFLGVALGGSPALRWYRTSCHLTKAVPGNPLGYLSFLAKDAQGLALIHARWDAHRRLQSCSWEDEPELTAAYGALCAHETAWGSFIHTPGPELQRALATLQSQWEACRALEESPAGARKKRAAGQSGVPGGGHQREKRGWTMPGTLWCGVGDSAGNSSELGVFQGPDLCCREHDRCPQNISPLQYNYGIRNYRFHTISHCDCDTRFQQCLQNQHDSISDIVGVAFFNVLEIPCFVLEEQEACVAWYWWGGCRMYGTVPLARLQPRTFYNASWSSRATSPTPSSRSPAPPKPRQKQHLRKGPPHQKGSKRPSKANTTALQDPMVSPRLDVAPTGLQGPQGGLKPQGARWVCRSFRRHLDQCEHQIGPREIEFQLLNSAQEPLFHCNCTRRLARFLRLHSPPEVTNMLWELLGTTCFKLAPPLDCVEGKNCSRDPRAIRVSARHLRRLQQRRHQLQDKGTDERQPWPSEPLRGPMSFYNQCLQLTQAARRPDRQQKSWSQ
ASAP1 inh = blocks human ASAP1-stimulated Arf1 GTP hydrolysis. GDP FP detection. inhibition, % at 16.5 µM. 360,000 compounds, 0.19% hits. AID 624377; in the data active means inhibition above about 25%;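 further: 0% = vehicle with enzyme and substrate and 100% = no enzyme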
An asterisk follows results filed as active; . = no result given.

Preview:
Screens by letter: A = ARFGAP1 inhibitor; B = GC-B act; C = DDE Tn6 FP inh; D = rCAG binder; E = GAA850 FXN act; F = KLK7 zymogen act; G = NPR1 activator; H = ADAM10 inh; I = HGIII-sPLA2 inh; J = ASAP1 inh
Clc1ccc2c(c1)C(c1ccccc1Cl)=NCc1nnc(N3CCN(CCOc4ccccc4)CC3)n1-2
  A: 10	B: -6	C: -6	D: 4	E: 0.4	F: 0.1	G: -2	H: 3	I: -18	J: 6

c1ccc2c(CCN3CCCCC3)c[nH]c2c1
  A: -6	B: 1	C: 5	D: 4	E: .	F: -0.4	G: -8	H: -24	I: 0	J: 6

Cc1ccc(C(=O)C2(C)N(O)C(C)C(c3cccs3)=[N+]2[O-])cc1 (configuration not stated)
  A: 5	B: 2	C: -1	D: -2	E: -1.5	F: -0.2	G: 6	H: -1	I: -5	J: -1

O=C1NC(=O)N(c2ccc(F)cc2)C(=O)/C1=C/c1ccc2c(c1)CCCN2Cc1ccccc1
  A: 10	B: 7	C: 0	D: 11	E: 2.0	F: -0.9	G: 25	H: -33	I: 0	J: -7

The listing, previewed entries included:
Screens by letter: A = ARFGAP1 inhibitor; B = GC-B act; C = DDE Tn6 FP inh; D = rCAG binder; E = GAA850 FXN act; F = KLK7 zymogen act; G = NPR1 activator; H = ADAM10 inh; I = HGIII-sPLA2 inh; J = ASAP1 inh
Clc1ccc2c(c1)C(c1ccccc1Cl)=NCc1nnc(N3CCN(CCOc4ccccc4)CC3)n1-2
  A: 10	B: -6	C: -6	D: 4	E: 0.4	F: 0.1	G: -2	H: 3	I: -18	J: 6

c1ccc2c(CCN3CCCCC3)c[nH]c2c1
  A: -6	B: 1	C: 5	D: 4	E: .	F: -0.4	G: -8	H: -24	I: 0	J: 6

Cc1ccc(C(=O)C2(C)N(O)C(C)C(c3cccs3)=[N+]2[O-])cc1 (configuration not stated)
  A: 5	B: 2	C: -1	D: -2	E: -1.5	F: -0.2	G: 6	H: -1	I: -5	J: -1

O=C1NC(=O)N(c2ccc(F)cc2)C(=O)/C1=C/c1ccc2c(c1)CCCN2Cc1ccccc1
  A: 10	B: 7	C: 0	D: 11	E: 2.0	F: -0.9	G: 25	H: -33	I: 0	J: -7

CC1OC(OC2C(O)CC(OC3C(O)CC(OC4CCC5(C)C(CCC6C5CCC5(C)C(C7=CC(=O)OC7)C(O)CC65O)C4)OC3C)OC2C)CC(O)C1O (configuration not stated)
  A: -2	B: 4	C: 3	D: 2	E: -12	F: 0.5	G: -3	H: -5	I: -5	J: -19

CC(=O)CC(C)(C)n1c[n+](C)nn1
  A: 7	B: -1	C: -3	D: -4	E: 2.0	F: 0.8	G: -3	H: -3	I: 13	J: 5

CN1CC[C@@H]2CN[C@H](c3ccccc3Br)C[C@@H]21
  A: 6	B: 4	C: -4	D: 5	E: .	F: 0.0	G: -1	H: -9	I: -2	J: -4

Fc1cccc(C2NCCc3[nH]cnc32)c1 (configuration not stated)
  A: -1	B: 6	C: 4	D: 2	E: 0.5	F: -0.4	G: -3	H: -3	I: -2	J: 2

COC(=O)C12OCC34C(CC5C(C)=C(O)C(=O)CC5(C)C3C(O)C1O)OC(=O)C(OC(=O)/C=C(\C)C(C)C)C24 (configuration not stated)
  A: 5	B: 0	C: -7	D: 2	E: -15	F: -0.2	G: 0	H: 8	I: -9	J: 3

Cc1cc(C)nc(NC2=NCCS2)n1
  A: -12	B: 0	C: 6	D: 7	E: -0.4	F: 0.8	G: 0	H: -20	I: 3	J: -4

Given tab-delimited: part of the list above
smiles	ARFGAP1 inhibitor	GC-B act	DDE Tn6 FP inh	rCAG binder	GAA850 FXN act	KLK7 zymogen act	NPR1 activator	ADAM10 inh	HGIII-sPLA2 inh	ASAP1 inh
Cc1ccc(C(=O)C2(C)N(O)C(C)C(c3cccs3)=[N+]2[O-])cc1 (configuration not stated)	5	2	-1	-2	-1.5	-0.2	6	-1	-5	-1
O=C1NC(=O)N(c2ccc(F)cc2)C(=O)/C1=C/c1ccc2c(c1)CCCN2Cc1ccccc1	10	7	0	11	2.0	-0.9	25	-33	0	-7
CC1OC(OC2C(O)CC(OC3C(O)CC(OC4CCC5(C)C(CCC6C5CCC5(C)C(C7=CC(=O)OC7)C(O)CC65O)C4)OC3C)OC2C)CC(O)C1O (configuration not stated)	-2	4	3	2	-12	0.5	-3	-5	-5	-19

Part of the list above with just HGIII-sPLA2 inh, ASAP1 inh and DDE Tn6 FP inh.
| SMILES | HGIII-sPLA2 inh | ASAP1 inh | DDE Tn6 FP inh |
| --- | --- | --- | --- |
| CN1CC[C@@H]2CN[C@H](c3ccccc3Br)C[C@@H]21 | -2 | -4 | -4 |
| Fc1cccc(C2NCCc3[nH]cnc32)c1 (configuration not stated) | -2 | 2 | 4 |

Further structures follow:
Screens by letter: A = ARFGAP1 inhibitor; B = GC-B act; C = DDE Tn6 FP inh; D = rCAG binder; E = GAA850 FXN act; F = KLK7 zymogen act; G = NPR1 activator; H = ADAM10 inh; I = HGIII-sPLA2 inh; J = ASAP1 inh
O=c1c2ccccc2nc(/C=C/c2ccc(F)cc2)n1-c1ccccc1O
  A: 0	B: 1	C: 5	D: 12	E: 2.6	F: -0.1	G: 2	H: 2	I: -3	J: -2

Cc1nc(CCl)cc(=O)[nH]1
  A: -3	B: -2	C: -8	D: 1	E: 0.7	F: 0.1	G: 1	H: -2	I: -8	J: -9

OCC[n+]1c2ccccc2nc2ccc(N3CCOCC3)cc21
  A: 4	B: -18	C: 10	D: -1	E: 0.5	F: 0.4	G: -28	H: 2	I: 13	J: -3

COC(=O)C1=C(c2ccc(C(C)=O)cc2)C[C@@H]2CC[C@H]1N2C(=O)NCc1ccco1
  A: 1	B: -7	C: -1	D: 5	E: 2.2	F: -0.4	G: -2	H: -3	I: 0	J: 10

COc1cc(-n2c(=S)[nH]c3ccc(C)cc3c2=O)c(Cl)cc1Cl
  A: 2	B: 0	C: 0	D: 14	E: -3.4	F: -1.4	G: -4	H: 2	I: 11	J: 4

Cc1cc(Cl)ccc1OCCCC(=O)NCc1cccs1
  A: -6	B: 0	C: 7	D: -4	E: 1.6	F: 0.7	G: -3	H: 9	I: -14	J: -13

CCOC(=O)C(O)(c1ccc(N(C)C(=O)c2ccc(Cl)c(Cl)c2)cc1)C(F)(F)F (configuration not stated)
  A: 1	B: 0	C: -3	D: -8	E: 0.7	F: 0.1	G: 0	H: -2	I: -1	J: -6

O=C(Cc1cccs1)N1CCC2(CC1)OCCO2
  A: 6	B: 0	C: 2	D: 4	E: 0.9	F: 0.0	G: -3	H: 4	I: 2	J: 3

CCOC(=O)CC1=C(C(=O)OCC)C2(C(=O)N1)C(C(=O)OC)=C(N)Oc1ccccc12 (configuration not stated)
  A: -13	B: 1	C: 0	D: -4	E: 1.0	F: -0.4	G: -14	H: -1	I: -3	J: -3

O=C1NC(=O)C(=Cc2csc3ccccc23)C(=O)N1
  A: 3	B: 10	C: -1	D: -2	E: 2.2	F: -0.1	G: 14	H: -1	I: 7	J: 0

O=C1NCN(c2ccccc2)C12CCN(C(CCc1ccccc1)c1nnnn1C1CCCC1)CC2 (configuration not stated)
  A: 2	B: 0	C: 2	D: 6	E: .	F: -0.2	G: -4	H: 8	I: 0	J: -4

CN1CCN(c2c[nH]c(=O)[nH]c2=O)CC1
  A: 13	B: 0	C: -5	D: 0	E: 1.1	F: -0.7	G: 2	H: 1	I: 4	J: -14

CN1CCc2nc(N)c(C#N)c(-c3ccccc3)c2C1
  A: 7	B: .	C: 14	D: 2	E: -0.5	F: 2.5	G: .	H: -176	I: -6	J: 1

CCN(N=Nc1nonc1OC)c1nonc1OC
  A: 6	B: 9	C: 0	D: 0	E: 1.4	F: 0.1	G: 0	H: 3	I: 0	J: 3

These rows are one share of the data. The share of hits here may be higher or lower than overall.
